TbMetRS inhib: T. brucei MetRS inhibitors, primary screen, biochemical, luminescence | purified T. brucei MetRS, ATP depletion, Kinase-Glo luminescence | AID 624268, 2012 | inhibition, % at 11.9 µM | methionyl-tRNA synthetase (Trypanosoma brucei brucei) | actives 0.4% (n = 360,000);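 active means inhibition above a per-plate cutoff of the control wells' mean inhibition plus 3 SD, cut at about 5.5% in these data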;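 further: 0% = DMSO wells median and 100% = median of wells with control inhibitor compound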
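technique = Kinase-Glo luminescence, ATP depletion format | system = purified MetRS (methionyl-tRNA synthetase) enzyme from Trypanosoma brucei | timing = 15 min preincubation, 2 h reaction, all 25 °C | evaluation = percent inhibition versus plate control medians | dosing = single dose, 11.9 µM final nominal, 0.9% final DMSO | also added = substrates ATP, L-methionine and bulk Escherichia coli tRNA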
MsrA inhibitor: bovine MsrA enzyme inhibitors, primary screen, biochemical, absorbance, HTS; Methionine sulfoxide reductase A (Bos taurus); purified bovine MsrA, absorbance read-out; inhibition, % at 15.5 µM; actives 0.75% (n = 360,000); in the data active means inhibition above about 4.5%;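 further: 0% = vehicle wells with enzyme and 100% = reference inhibitor wells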
E coli Lon inh: inhibitors of E. coli Lon protease, primary screen, biochemical, fluorescence polarization. AID 602123, 2011. purified E. coli Lon protease. actives 0.42% (n = 360,000). P0A9M0. inhibition, % at 7.94 µM; in the data active means inhibition above about 13%, passing the limit was not always enough;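 further: 0% = enzyme with probe and DMSO and 100% = no enzyme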
Target sequence (P0A9M0 whole entry, looked up): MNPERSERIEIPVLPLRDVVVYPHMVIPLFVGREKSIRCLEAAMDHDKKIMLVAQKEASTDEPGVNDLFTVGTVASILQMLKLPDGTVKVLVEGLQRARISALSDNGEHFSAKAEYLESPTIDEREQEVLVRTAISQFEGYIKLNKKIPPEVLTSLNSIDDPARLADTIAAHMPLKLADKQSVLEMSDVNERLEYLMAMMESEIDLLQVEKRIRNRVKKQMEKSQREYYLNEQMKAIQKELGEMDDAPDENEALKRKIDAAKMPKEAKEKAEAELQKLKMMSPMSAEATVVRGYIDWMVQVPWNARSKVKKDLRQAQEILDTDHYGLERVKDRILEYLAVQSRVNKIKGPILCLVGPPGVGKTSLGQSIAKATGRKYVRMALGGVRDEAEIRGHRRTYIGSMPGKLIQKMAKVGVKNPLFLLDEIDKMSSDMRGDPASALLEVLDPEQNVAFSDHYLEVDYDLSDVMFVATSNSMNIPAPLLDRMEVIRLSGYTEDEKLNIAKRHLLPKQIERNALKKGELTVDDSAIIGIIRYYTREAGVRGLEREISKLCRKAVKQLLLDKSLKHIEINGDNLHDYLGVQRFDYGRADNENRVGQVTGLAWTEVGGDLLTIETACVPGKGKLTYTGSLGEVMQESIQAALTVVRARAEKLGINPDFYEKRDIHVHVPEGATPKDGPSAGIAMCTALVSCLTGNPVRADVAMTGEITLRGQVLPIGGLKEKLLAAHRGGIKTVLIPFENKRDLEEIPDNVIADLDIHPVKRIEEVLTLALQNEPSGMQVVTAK
STEP block: STEP phosphatase inhibitors, primary screen, biochemical, fluorescence intensity, uHTS; recombinant STEP, OMFP fluorogenic substrate; inhibition, % at 20 µM; actives 0.25% (n = 360,000); AID 588621, 2011;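 active means inhibition at 20 µM, scaled per plate between control wells, above about 37%, limit read from the data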;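 further: 0% = DMSO with enzyme and substrate and 100% = substrate only without enzyme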
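Measure: Control-normalized % inhibition with plate pattern correction | Test system: STEP phosphatase, cell-free reaction | Medium: pH 6.0 Bis-Tris with DTT and Tween 20 | Technique: Fluorescence, 480/540 nm | Times: Reaction 20 min, ambient temperature | Doses: Single compound dose of 20 µM, 1% DMSO final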
Scp-1 inhibitor: Scp-1 phosphatase inhibitors, primary screen, biochemical, colorimetric, uHTS; Recombinant Scp1, phosphopeptide, malachite green phosphate absorbance; inhibition, % at 20 µM; actives 0.88% (n = 340,000);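 active means inhibition above about 50% at 20 µM, limit read from the data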;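 further: plate controls were DMSO wells with enzyme for no effect and wells lacking enzyme for full effect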
Target sequence (Q9GZU7 76-261 limits assumed): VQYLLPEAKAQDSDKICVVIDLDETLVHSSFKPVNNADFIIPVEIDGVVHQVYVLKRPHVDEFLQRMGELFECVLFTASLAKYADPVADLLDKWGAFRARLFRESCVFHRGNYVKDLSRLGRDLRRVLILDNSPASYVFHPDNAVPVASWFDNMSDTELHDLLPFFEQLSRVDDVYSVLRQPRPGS
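Material – SCP-1 phosphatase catalytic domain, residues 76-261 · Buffer or medium – Acidic Tris acetate buffer with magnesium and detergent · Also added – Phospho 17-mer peptide substrate · Compound – single 20 µM dose, 1% DMSO · Times – 45 min room-temperature reaction, 5 min colour, 30 min stabiliser · Technique – Phosphate-binding colour reagent, absorbance read at 630 nm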
LMPTP inh: LMPTP phosphatase inhibitors, primary screen, biochemical, fluorescence intensity, uHTS; Low molecular weight phosphotyrosine protein phosphatase (Homo sapiens), P24666; recombinant LMPTP-A, OMFP fluorogenic substrate; inhibition, % at 20 µM; actives 0.22% (n = 360,000); AID 651560, 2012;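 active means compounds that cut the enzyme signal by at least half of the control window in the single-dose screen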;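 further: plate controls were DMSO wells with enzyme plus substrate for no effect and substrate without enzyme for full effect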
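test system = LMPTP-A | amount = 0.625 nM LMPTP-A final | reagent = fluorogenic phosphatase substrate OMFP at 400 µM final | incubation = 50 min at room temperature | benchmarks = no-enzyme low control, uninhibited high control | medium = Bis-Tris pH 6.0, DTT, detergent | signal = fluorescence intensity of OMFP turnover product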
DNMT1 block: human DNMT1 methyltransferase inhibitors, primary screen, biochemical, molecular beacon, fluorescence, HinP1I cleavage, uHTS; inhibition (reported as % activation of signal), % at 10 µM; DNA (cytosine-5)-methyltransferase 1 (Homo sapiens), P26358; AID 588458, 2011; actives 0.83% (n = 360,000); in the data active means inhibition above about 50%
MsrA act: bovine MsrA enzyme activators, primary screen, biochemical, absorbance, HTS | purified bovine MsrA, absorbance read-out | activation, % at 10.6 µM | actives 0.3% (n = 360,000) | Methionine sulfoxide reductase A (Bos taurus); in the data active means activation above about 7.5%;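 further: 0% = vehicle and 100% = reference activator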
SUMO1 PPI mod: modulators of SUMO1 protein-protein interactions, primary screen, biochemical, uHTS; Small ubiquitin-related modifier 1 (Homo sapiens), P63165; SUMO1 binding to a labelled peptide, TR-FRET, 1 h; inhibition, % at 20 µM; actives 0.33% (n = 360,000); AID 602429, 2012; in the data active means inhibition above about 37%
Target sequence (P63165 whole entry, looked up): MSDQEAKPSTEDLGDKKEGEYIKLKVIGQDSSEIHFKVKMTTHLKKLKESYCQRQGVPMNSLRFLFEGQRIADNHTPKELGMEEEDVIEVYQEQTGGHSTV
NRP1-CendR mod: modulators of CendR peptide binding to NRP-1, primary screen, biochemical, fluorescence polarization, uHTS; Neuropilin-1 (Homo sapiens), O14786; FAM-RPARPAR peptide binding to NRP-1; inhibition, % at 25 µM; actives 0.85% (n = 360,000); AID 602438, 2012;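 active means inhibition or corrected inhibition above about 18%, plus a signal ratio from 0.5 to 1.5, limit read from the data, passing the limit was not always enough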; further: strong numbers were not always called active
Active calls of the source: *.

For CC(=O)C1=C(O)C(=O)N(Cc2ccccc2)C1c1ccc([N+](=O)[O-])cc1 (centres undefined) the results were TbMetRS inhib -0.6, MsrA inhibitor 2.9, E coli Lon inh 2, STEP block 7, LMPTP inh -1.9, DNMT1 block -1, MsrA act -4, SUMO1 PPI mod -11 and NRP1-CendR mod 8.
For C#Cc1ccccc1OCCCN1CCC(C(O)(c2ccccc2)c2ccccc2)CC1 the results were TbMetRS inhib -0.3, MsrA inhibitor 0.5, E coli Lon inh 0, LMPTP inh 4.0, MsrA act 0, SUMO1 PPI mod -13 and NRP1-CendR mod 13.
For COc1ccccc1CNC(=O)CN1C(=O)NC(Cc2ccccc2)(c2ccccc2)C1=O (centres undefined) the results were TbMetRS inhib -0.5, MsrA inhibitor -0.1, E coli Lon inh -12, STEP block -1, Scp-1 inhibitor 3, LMPTP inh 0.5, DNMT1 block -4, MsrA act -7, SUMO1 PPI mod 4 and NRP1-CendR mod -6.
Screening Cc1cc(Cl)c(S(=O)(=O)NC(C(=O)O)c2ccccc2)cc1OCC(N)=O (centres undefined) returned TbMetRS inhib -0.7, MsrA inhibitor 0.2, E coli Lon inh 1, STEP block 2, Scp-1 inhibitor 69*, LMPTP inh -2.8, DNMT1 block 6, MsrA act -11, SUMO1 PPI mod 1 and NRP1-CendR mod -4.
For COc1ccc(/C(=C/c2ccc(OC(F)F)c(OC)c2)C(=O)O)cc1OC the results were TbMetRS inhib -0.3, MsrA inhibitor 2.2, E coli Lon inh -16, STEP block -1, Scp-1 inhibitor -11, LMPTP inh -0.2, DNMT1 block 5, MsrA act -3, SUMO1 PPI mod 0 and NRP1-CendR mod -10.
CC(=O)c1ccccc1C(=O)N1CCC(n2nccc2NC(=O)C2CC2)CC1 was read as TbMetRS inhib 0.3, MsrA inhibitor -0.3, E coli Lon inh -5, STEP block -4, Scp-1 inhibitor -8, LMPTP inh -0.5, DNMT1 block -4, MsrA act 0, SUMO1 PPI mod -3 and NRP1-CendR mod 0.
Nc1nc(-c2cccs2)cs1 was read as TbMetRS inhib -0.5, E coli Lon inh -6, STEP block 0, Scp-1 inhibitor -5, LMPTP inh 1.1, DNMT1 block -8, MsrA act -8, SUMO1 PPI mod 6 and NRP1-CendR mod 17.
Screening CCOC(=O)C1=C(COC(=O)CCOc2ccccc2C)NC(=O)NC1C (centres undefined) returned TbMetRS inhib -0.8, MsrA inhibitor -0.4, E coli Lon inh 2, STEP block -5, Scp-1 inhibitor 8, LMPTP inh -0.9, DNMT1 block 6, MsrA act -12, SUMO1 PPI mod 5 and NRP1-CendR mod 7.
`CCCCOc1c(Cl)cc(C(=O)N2CCN(CC(=O)N3CCCC3)CC2)cc1OCC` gave TbMetRS inhib -0.7, MsrA inhibitor 0.6, E coli Lon inh 0, STEP block 4, Scp-1 inhibitor 4, LMPTP inh 0.1, DNMT1 block 0, MsrA act -9, SUMO1 PPI mod -1 and NRP1-CendR mod 1.
Screening CCn1c(N2CCN(CC(=O)c3c[nH]c4ccccc34)CC2)nc2c1c(=O)[nH]c(=O)n2C returned TbMetRS inhib 7.8*, MsrA inhibitor -0.5, E coli Lon inh -13, STEP block -3, Scp-1 inhibitor -5, LMPTP inh 0.9, DNMT1 block -8, MsrA act 0, SUMO1 PPI mod 2 and NRP1-CendR mod -13.
`COc1cccc(C(=O)N2CCN(C(=O)c3cccc(F)c3)CC2)c1` gave TbMetRS inhib 0.2, MsrA inhibitor 1.2, E coli Lon inh -4, STEP block 3, Scp-1 inhibitor -5, LMPTP inh -1.0, DNMT1 block -1, MsrA act -1, SUMO1 PPI mod 0 and NRP1-CendR mod 2.
`CN(CC(=O)Nc1c(Cl)cccc1Cl)C(=O)c1ccccc1Cc1ccccc1` gave TbMetRS inhib -0.2, MsrA inhibitor -0.5, E coli Lon inh 6, STEP block 1, Scp-1 inhibitor -6, LMPTP inh 1.2, DNMT1 block 1, MsrA act -4, SUMO1 PPI mod 1 and NRP1-CendR mod -5.
For COc1cc(Nc2nc(-c3ccccc3)c3cc(C)ccc3n2)cc(OC)c1OC the results were TbMetRS inhib 0.0, MsrA inhibitor 1.1, E coli Lon inh 4, STEP block -2, Scp-1 inhibitor -19, LMPTP inh 3.2, DNMT1 block -10, MsrA act -2, SUMO1 PPI mod -2 and NRP1-CendR mod 10.
`C[C@@H]1CN([C@@H](C)CO)C(=O)CCCn2nncc2CO[C@@H]1CN(C)C(=O)Nc1cccc(Oc2ccccn2)c1` gave TbMetRS inhib -1.1, MsrA inhibitor -0.2, E coli Lon inh -1, STEP block -2, LMPTP inh -0.6, DNMT1 block 1, MsrA act -7, SUMO1 PPI mod -2 and NRP1-CendR mod -2.
For O=C1CC2(CCN(C(=O)C3CC(=O)N(c4ccc(F)cc4)C3)CC2)Oc2ccccc21 (centres undefined) the results were TbMetRS inhib -0.4, MsrA inhibitor 0.9, E coli Lon inh -4, STEP block -2, Scp-1 inhibitor -1, LMPTP inh -1.9, DNMT1 block 4, MsrA act -2, SUMO1 PPI mod 1 and NRP1-CendR mod 8.
`CCNC(=O)C(CC(C)C)NC(=O)C(CO)NC(=O)C1CCC(=O)N1` (centres undefined) gave TbMetRS inhib 0.2, MsrA inhibitor -0.7, E coli Lon inh -1, STEP block -1, Scp-1 inhibitor -1, LMPTP inh -0.2, DNMT1 block 2, MsrA act -2, SUMO1 PPI mod -1 and NRP1-CendR mod 1.
CCSc1nnc(Nc2ccc(C)cc2)s1 was read as TbMetRS inhib -0.1, MsrA inhibitor -0.1, E coli Lon inh -8, STEP block -1, Scp-1 inhibitor -1, LMPTP inh 0.1, DNMT1 block 1, MsrA act -9, SUMO1 PPI mod 2 and NRP1-CendR mod 3.
`COC(=O)[C@H](Cc1ccccc1)NC(=O)Cn1cnc2c(OCc3ccccc3)ncnc21` gave TbMetRS inhib -2.9, MsrA inhibitor 0.3, E coli Lon inh 2, STEP block 4, Scp-1 inhibitor 4, LMPTP inh -1.5, DNMT1 block 2, MsrA act -8, SUMO1 PPI mod 3 and NRP1-CendR mod -5.
`O=C(Cc1ccccc1)c1c[nH]c(C(=O)NCCCN2CCOCC2)c1` gave TbMetRS inhib 0.3, MsrA inhibitor -1.0, E coli Lon inh 4, STEP block 0, Scp-1 inhibitor 0, LMPTP inh -1.2, DNMT1 block -2, MsrA act 0, SUMO1 PPI mod 2 and NRP1-CendR mod -7.
Screening COc1cc2nc(=S)n3[nH]c(CCn4nc(C)cc4C)nc3c2cc1OC returned TbMetRS inhib -0.1, MsrA inhibitor 1.8, E coli Lon inh -11, STEP block 0, Scp-1 inhibitor 1, LMPTP inh -4.8, DNMT1 block -2, MsrA act -1, SUMO1 PPI mod 23 and NRP1-CendR mod 10.
`Cc1ccsc1/C=C1/SC(N2CC(C)OC(C)C2)=NC1=O` (centres undefined) gave TbMetRS inhib -1.1, MsrA inhibitor 2.8, E coli Lon inh -2, STEP block 4, Scp-1 inhibitor 1, LMPTP inh 0.0, DNMT1 block 6, MsrA act -13, SUMO1 PPI mod -20 and NRP1-CendR mod 6.
`COc1cc(NC(=O)CN2CCN(C(=O)c3ccco3)CC2)c(C)cc1[N+](=O)[O-]` gave TbMetRS inhib -0.3, MsrA inhibitor 1.4, E coli Lon inh 0, STEP block -1, LMPTP inh 0.1, DNMT1 block 2, MsrA act -1, SUMO1 PPI mod -12 and NRP1-CendR mod 8.
`COc1cc(C(=O)Nc2cc3c4c(c2)CC(=O)N4CCC3)cc(OC)c1OC` gave TbMetRS inhib 0.1, MsrA inhibitor 0.2, E coli Lon inh -1, STEP block 2, Scp-1 inhibitor -6, LMPTP inh -0.2, DNMT1 block -2, MsrA act -2, SUMO1 PPI mod 6 and NRP1-CendR mod 5.
Screening CCn1cnc2c1c(=O)n(Cc1csc(-c3ccccc3)n1)c(=O)n2Cc1ccccc1 returned TbMetRS inhib -0.9, MsrA inhibitor 0.5, E coli Lon inh -7, STEP block -1, Scp-1 inhibitor 5, LMPTP inh 3.8, DNMT1 block -5, MsrA act -9, SUMO1 PPI mod -7 and NRP1-CendR mod -9.
CC1CCN(S(=O)(=O)c2ccc3[nH]cc(C(=O)NCCN4CCOCC4)c(=O)c3c2)CC1 was read as TbMetRS inhib -0.8, MsrA inhibitor -0.4, E coli Lon inh -5, STEP block -1, Scp-1 inhibitor -5, LMPTP inh -0.3, DNMT1 block 4, MsrA act -9, SUMO1 PPI mod 2 and NRP1-CendR mod 11.
For O=C(c1cc(COc2ccccc2)on1)N1CCCC(OCc2cccnc2)C1 (centres undefined) the results were TbMetRS inhib -0.4, MsrA inhibitor -0.8, E coli Lon inh -3, STEP block -2, Scp-1 inhibitor -8, LMPTP inh -1.6, DNMT1 block 2, MsrA act -7, SUMO1 PPI mod -4 and NRP1-CendR mod -3.
Screening CCOc1ccc(N(CC(=O)NCCc2ccccc2)C(=O)CCC(=O)Nc2cc(C)ccn2)cc1 returned TbMetRS inhib -1.0, MsrA inhibitor 1.6, E coli Lon inh 10, STEP block -2, Scp-1 inhibitor 4, LMPTP inh 0.7, DNMT1 block 1, MsrA act -9, SUMO1 PPI mod 3 and NRP1-CendR mod 15.
For O=C(NC(=S)Nc1ccc2c(c1)OCCO2)c1cccc(Br)c1 the results were TbMetRS inhib -0.3, MsrA inhibitor -0.2, E coli Lon inh -5, STEP block 2, Scp-1 inhibitor -9, LMPTP inh 2.2, DNMT1 block -5, MsrA act -3, SUMO1 PPI mod 7 and NRP1-CendR mod -1.
For CC(=O)c1ccc(S(=O)(=O)NCCCC(=O)N(C)Cc2ccc3c(c2)OCO3)cc1 the results were TbMetRS inhib -0.3, MsrA inhibitor 1.1, E coli Lon inh 4, STEP block -3, Scp-1 inhibitor -6, LMPTP inh -0.6, DNMT1 block 1, MsrA act 2, SUMO1 PPI mod 7 and NRP1-CendR mod 1.
